# HepG2 tox: HepG2 cytotoxicity, counter-screen for TGF-b inhibitors; HepG2 CAGA-GFP viability, ATP luminescence, 18 h; Potency, µM (doses to about 46.1 µM), for the others: at the top dose activity change, negative = cytotoxicity, most hits filed as cytotoxic; 410,000 tested, 0.76% active; AID 588856; note: potency is the fitted concentration of half-maximal effect; some results filed as inactive show a strong effect at the top dose
#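 CellTiter-Glo luminescence gave cytotoxicity after 18 hours at 37 degrees C. The cells were HepG2 CAGA-GFP in 1% FBS DMEM, stimulated with 500 pg/mL TGF-beta after compound addition. %Activity was normalised to no-cell wells (complete cell-killing) and DMSO (no toxicity), and curves were fitted and classified.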
# TGFb SMAD3 inh: TGF-b pathway inhibition. 410,000 tested, 1.2% active. HepG2 CAGA-GFP TGF-b/SMAD3 reporter, GFP fluorescence, 18 h; TGF-beta stimulated, 500 pg/mL final. Potency, µM (highest dose often 46.1 µM), for inactives: at the highest dose activity, negative = inhibition, usual class: inhibitors; note: potency is the fitted concentration of half-maximal effect; % is set by controls: 0 for no effect and ±100 for the full control effect; nearly all actives have a fitted effect of over 65% in size
#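 Inhibition of TGF-beta-driven CAGA-GFP reporter expression in HEPG2 cells is measured by cellular GFP fluorescence after 18 h stimulation with 500 pg/mL recombinant TGF-beta in 1% FBS medium at 37 degrees C.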
# Nrf2 activator: activators of Nrf2 (ARE) signaling; AREc32 ARE-luciferase reporter (MCF7-derived line), luminescence, 24 h; Potency, µM (highest dose often 46.1 µM), without a hit: top-dose activation, usual class: activators; 410,000 tested, 0.31% active; AID 624171; note: potency is the fitted concentration of half-maximal effect; % of control where 0% means no effect; nearly all actives have a fitted effect of over 65% in size
#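 AREc32_Fluc, 1000 cells/well, OPTI-MEM + 5% FBS, o/n 37 deg C 5% CO2; 23 nL cpd by pin tool, 24 hr; Steady-Glo 30 min RT, luminescence.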
# S2 tox: viability counter-screen for ATXN expression inhibitors | S2 cells (HEK-293 line with an ATXN2-luciferase reporter) viability, CellTiter-Fluor protease fluorescence, 24 h | Potency, µM (top dose mostly 56.7 µM), actives largely listed as cytotoxic | 400,000 tested, 0.49% active | AID 651635; note: potency is the fitted concentration of half-maximal effect; nearly all actives have a fitted effect of over 40% in size
# Nrf2 inh: blocks Nrf2 signaling | 360,000 tested, 2.1% active | AID 504444 | A549 ARE-Fluc reporter, luciferase luminescence, 18-24 h | Potency, µM (highest dose often 46 µM), without a hit: top-dose activity change, negative = inhibition, hits mostly inhibitors; note: potency is the fitted concentration of half-maximal effect; % is set by controls: 0 for no effect and ±100 for the full control effect; nearly all actives have a fitted effect of over 60% in size
#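 Quantitative HTS in A549 cells stably bearing an antioxidant response element-firefly luciferase construct. Inhibition of Nrf2-driven transcription was scored by luminescence after 18-24 h of compound exposure at 37 °C.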
# MmCpn inh: inhibitors of Methanococcus maripaludis chaperonin (MmCpn). 330,000 tested, 0.031% active. purified Mm-Cpn ATPase, ADP Transcreener TR-FRET. AID 504842. Potency, µM (doses to about 76.9 µM), inactives show top-dose activity, negative = inhibition, actives largely listed as inhibitors; note: potency is the fitted concentration of half-maximal effect; % is set by controls: 0 for no effect and ±100 for the full control effect; nearly all actives have a fitted effect of over 80% in size
#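 Measured: ADP formation by purified Mm-CPN. Conditions: 25 nM protein, 10 uM ATP, Tris pH 7.4 with Mg2+, K+ and DTT, 37°C for 30 min. Detection: Transcreener HTRF after 30 min at room temperature.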
# CCT chaperon mod: modulators of cytosolic chaperonin (CCT/TRiC) activity; purified chaperonin ATPase assay, HTRF ADP detection, 30 min; activity change, % (concentration not given with the values), hits read low; 360,000 tested, 0.3% active; in the data active = activity change below about -30%; note: % is set by controls: 0 for no effect and ±100 for the full control effect
#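 We incubate TRiC, 40 or 20 nM final, with library compounds at 76 uM and 10 uM ATP for 30 min at 37 °C. ADP formed is detected with Transcreener HTRF reagents after 30 min at room temperature.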
# A549 viability: counter-screen for Nrf2 inhibitors: cytotoxicity in A549 cells; AID 504648; 390,000 tested, 0.16% active; Potency, µM (series often up to 46 µM), for inactives: at the highest dose activity change, negative = cytotoxicity, usual class: inhibitors; A549 ARE-Fluc cells, CellTiter-Fluor viability, 18-24 h; note: potency is the fitted concentration of half-maximal effect; % is set by controls: 0 for no effect and ±100 for the full control effect
#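 A549 ARE_Fluc cells in 5% FBS OPTI-MEM were exposed to compounds in concentration-response for 18-24 h at 37 deg C. Viability was read by CellTiter-Fluor fluorescence (Ex 405/Em 525) after 30 min, before the luciferase read.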
# Akt phos inh: inhibitors of Akt phosphorylation | activity change, % for hits at 50 µM | AID 651550 | 360,000 tested, 0.32% active | Neuro2A IGF-stimulated pAkt S473 HTRF, 20 min; stronger effect = lower value; in the data active = activity change below about -80%; inconclusive = mostly about -51% to -80%; note: % is set by controls: 0 for no effect and ±100 for the full control effect
#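 Neuro2A cells (4,500/well, DMEM with 0.5% FBS) were treated with compound at a single 50 µM final concentration, stimulated with 6 nM IGF for 20 min at 37 °C, and lysed. Phospho-Akt Ser473 was read by HTRF as 665/615 ratio ×10^4.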
# The depositor's hits bear a star; i = inactive; ? = inconclusive; . = not tested or not shown; & = joins results of further samples; [ ] = another dose, or the depositor's remark. Unless noted, calls come from the whole dose curve; as a rule, active = well fitted curve in the direction sought with a large enough effect; inconclusive = small, poorly fitted or top-dose-only effect, or another doubt; inactive = no such curve, though single readings can be large; an effect the other way counts as inactive or inconclusive.
SMILES,HepG2 tox,TGFb SMAD3 inh,Nrf2 activator,S2 tox,Nrf2 inh,MmCpn inh,CCT chaperon mod,A549 viability,Akt phos inh
COc1ccc(NC(=O)CSc2nnnn2C2CCCC2)c(OC)c1,-14%,3%,1.2%,i,0%,2%,-8.2,3%,i
COc1ccccc1/C=C/C(=O)N1CCc2cc(OC)c(OC)cc2C1C (stereo unspecified),-19%,14µM*,-0.4%[9.22 µM],i,?,1%,2.7,-11%,i
COc1ccc(-c2nnc(SC)n2C)cc1,-3%,26%,-0.2%,i,9%,0%,-2.5,-19%,i
Cc1c(C2=CCN(S(=O)(=O)c3ccc(Br)cc3)CC2)c2ccccc2n1CC(=O)N1CCCC1,-19%,?,0.3%,.,4%,.,.,-1%,.
CC(=O)Nc1nnc(SCc2ccc(F)cc2)s1,5%,?,0.7%,i,?,1%,-4.1,3%,i
Cc1ccc(N2CC(C(=O)Nc3ccccc3C(=O)NC3CCCCC3)CC2=O)cc1C (stereo unspecified),4%,-3%,0.1%,i,2%,.,-0.6,-4%,i
COc1cc(C2NC(=O)NC(O)(C(F)(F)F)C2C(C)=O)cc(OC)c1OC (stereo unspecified),0%,-8%,-0.7%,i,6%,-1%,2.7,10%,i
CCOc1ccc(CCNC(=O)COC(=O)c2cccc(S(=O)(=O)N3CCOCC3)c2)cc1OCC,-4%,-3%,0.1%,i,-5%,-1%,-1.5,-5%,i
COc1ccc(-n2nnc(-c3nsc(NC(=O)c4cccc(C)c4)n3)c2C)cc1OC,1%,-3%,10%,i,0%,.,.,21%,.
COc1cc(OC)cc(-c2cc3nc(C)c(CCC(=O)NCc4ccccc4)c(C)n3n2)c1,8%&-14%,-26%&0%,-1.7%&-2.5%,?,7.3µM*,-1%,-0.8,2%&4%,i
O=C(c1ccc2c(c1)N(Cc1ccc(F)cc1)CCS2)N1CCOCC1,8%,11%,0.1%,i,?,-6%,0.1,4%,i
Cc1nnc(NC(=O)COc2ccccc2)s1,4%,0%,0.4%,i,6%,-1%,-1.7,10%,i

# Profiles from above.
# Cc1nnc(NC(=O)COc2ccccc2)s1 is listed as HepG2 tox: 4%; TGFb SMAD3 inh: 0%; Nrf2 activator: 0.4%; S2 tox: i; Nrf2 inh: 6%; MmCpn inh: -1%; CCT chaperon mod: -1.7; A549 viability: 10%; Akt phos inh: i
# COc1ccc(-c2nnc(SC)n2C)cc1 is listed as HepG2 tox: -3%; TGFb SMAD3 inh: 26%; Nrf2 activator: -0.2%; S2 tox: i; Nrf2 inh: 9%; MmCpn inh: 0%; CCT chaperon mod: -2.5; A549 viability: -19%; Akt phos inh: i

# Additional structures follow.
SMILES,HepG2 tox,TGFb SMAD3 inh,Nrf2 activator,S2 tox,Nrf2 inh,MmCpn inh,CCT chaperon mod,A549 viability,Akt phos inh
O=C(CCl)Nc1cccc2ncccc12,-27%,14%,?,.,16µM*,-8%,2.0,23µM*,i
C=CC[C@@H](CC(=O)N[C@H](CO)Cc1ccccc1)C(=O)N[C@@H](COC(=O)[C@@H](CC=C)CC(=O)OC(C)(C)C)Cc1c[nH]c2ccccc12,-27%,-18%,4.3%,i,8%,-5%,1.5,-19%,i
NC(=O)CC(NC(=O)c1ccccc1)c1ccc(N2CCC(Cc3ccccc3)CC2)c([N+](=O)[O-])c1 (stereo unspecified),-35%,6.3µM*,-0.3%,?,10µM*,-1%,-1.0,?,i
CCOC(=O)c1ccc(NC(=O)C2CC2)cc1,2%,35%[activator],0.2%,i,.,-3%,0.6,0%,i
COc1ccccc1NS(=O)(=O)c1cc(NC(=O)C(C)C)ccc1N1CCCCC1,-6%,-1%,0.3%,i,?,2%,0.2,5%,i
CCOC(=O)c1c(NC(=O)c2cc(OCC)c(OCC)c(OCC)c2)sc2c1CCCCC2,2%,-3%,0.1%,.,2%,.,.,-1%,.
COc1cccc(NC(=O)Cn2cc(C(=O)c3ccc(F)cc3)c(=O)c3cc(OC)ccc32)c1,3%,-1%,-0.3%,i,0%,.,.,3%,.
CC(C)CN1CCC(=O)NC1=S,-6%,0%,-0.6%,i,7%,.,-1.7,3%,i
CC(C)(CNC(=O)c1ccc(S(=O)(=O)Nc2ccc(Cl)cc2)cc1)N1CCOCC1,-23%,-2%,-0.8%,i,?,0%,0.5,-1%,i
Cn1c(O)c(N=Nc2ccc(F)cc2)c2ccccc21,0%,1%,?,i,?,-2%,2.0,1%,i
CCOc1cc(/C=N/O)ccc1OCc1ccccc1F,3%,-19%,3.6%,i,3%,0%,1.6,-2%,i
S=c1[nH]nc(COc2ccc(Cl)cc2)n1Cc1ccccc1,-28%,-21%,1.5%,i,-6%,-2%,-2.3,-7%,i
CC(C)(C)NC(=S)N/N=C/c1cccnc1,14%,19%,-0.1%,i,-15%,0%,0.8,-11%,i
Cc1ccc(S(=O)(=O)NCCc2nnc3ccc(SCC(=O)Nc4nc(C)cs4)nn23)cc1,-10%,-17%,0.6%,i,0%,0%,-2.0,2%,i
O=C(O)CCN(Cc1ccccc1)S(=O)(=O)c1c(Cl)cccc1Cl,-28%,7%,-0.3%,i,-9%,2%,-2.0,-7%,i
CC(C)(C)c1cc(CCC(=O)NCc2ccncc2)cc(C(C)(C)C)c1O,1%,14%,-0.8%,i,2%,-1%,-0.1,1%,i
CC1=C(C(=O)Nc2cc(C)ccc2C)C(c2cccs2)NC(=S)N1 (stereo unspecified),-21%,-23%,-0.2%,?,?,2%,-3.4,-23%,i
Cc1ccc(S(=O)(=O)N2CCC(=O)N(C(COCc3cccc(Cl)c3)C(C)C)CC2)cc1 (stereo unspecified),2%,?,-0.9%,i,?,0%,-1.3,-6%,i
Cc1ccc(S(=O)(=O)N2CCOCC2)cc1NC(=O)CNC(C)c1ccccc1 (stereo unspecified),5%,-2%,0.1%,i,-26%,2%,-1.0,-3%,i
CCOC(=O)C(C(=O)OCC)C(Nc1cccc(Br)c1)c1ccccc1 (stereo unspecified),-57%,0%,?,?,18µM*,1%,-1.7,?,i
COc1cc(/C=N/NC(=O)c2cc(-c3cccc(OC(C)C)c3)nc3ccccc23)ccc1O,2%,?,2.5%,i,?,.,0.4,-14%,i
S=c1nccc(-c2cccs2)[nH]1,20%,0%,4.9%,?,-11%,1%,-2.2,-8%,i
O=C(N/N=C/C(Cl)=C\c1ccccc1)c1ccco1,-11%,17%,?,i,?,4%,-3.1,-1%,i
CCOc1ccc(NC(=O)CN(C)C(=O)c2ccccc2OCc2c(C)noc2C)cc1OCC,-3%,4%,0.0%,i,-7%,-4%,-2.0,-1%,i
CCOc1nc2ccccc2nc1C,22%,0%,2.1%,i,8%,1%,-2.9,-9%,i
c1ccc(-c2ccccn2)nc1,2%,0%,0.1%,i,7%,-3%[15.4 µM],0.7,1%,i
Cc1c(C)n(C)c2ccc(C(=O)NCCN3CCOCC3)cc12,0%,3%,0.2%,i,-4%,0%,0.1,3%,i
COc1ccc(-c2cc(=O)oc3cc(OCC(=O)N(C)C)ccc23)cc1,-1%,8%,0.0%,i,3%,1%,0.1,-1%,i
Cc1ccc(S(=O)(=O)N2CCN(S(=O)(=O)N3CCCCC3)CC2)cc1C,-12%,21%,0.3%,i,-6%,0%,-1.6,2%,i
O=C(CN1CCN(S(=O)(=O)c2ccccc2)CC1)NC(=O)NCc1ccco1,11%,9%,-0.6%,i,-4%,-2%,1.7,11%,i
Cc1cccc(OCC(=O)N(Cc2ccc(N(C)C)cc2)C2CCS(=O)(=O)C2)c1 (stereo unspecified),29%,12%,0.0%,i,15%,3%,-1.6,4%,i
O=C(NC1CCCCC1)C(c1ccc(F)cc1)N(Cc1ccc2c(c1)OCO2)C(=O)c1cnsn1 (stereo unspecified),-10%,16%,-0.7%,i,.,1%,-0.2,-14%,i
COC(=O)c1cc(Br)c(=O)n(-c2ccc(F)cc2)c1,24%,12%,-0.4%,i,3%,0%,-2.5,1%,i
O=C(c1cccnc1)N1N=C(C2CCCCC2)CC1(O)C(F)(F)F (stereo unspecified),-6%,-4%,0.1%,i,-1%,3%,2.5,-10%,i
Cc1ccc(NC(=O)c2c3c(nc4ccccc24)C(=O)N(C2CCCCC2)C3)cc1F,8%,41%[activator],2.7%,.,9%,.,.,21%,.
COc1ccccc1N1CCN(C(=O)CCS(=O)(=O)c2cc(Br)cc3c2N(C(=O)C2CC2)CC3)CC1,-17%,?,-0.8%,?,-2%,.,.,7%,.

# Two records picked at random from those above, as already listed:
SMILES,HepG2 tox,TGFb SMAD3 inh,Nrf2 activator,S2 tox,Nrf2 inh,MmCpn inh,CCT chaperon mod,A549 viability,Akt phos inh
Cc1cccc(OCC(=O)N(Cc2ccc(N(C)C)cc2)C2CCS(=O)(=O)C2)c1 (stereo unspecified),29%,12%,0.0%,i,15%,3%,-1.6,4%,i
CCOc1nc2ccccc2nc1C,22%,0%,2.1%,i,8%,1%,-2.9,-9%,i

# (listing goes on)
SMILES,HepG2 tox,TGFb SMAD3 inh,Nrf2 activator,S2 tox,Nrf2 inh,MmCpn inh,CCT chaperon mod,A549 viability,Akt phos inh
Cc1ccc(NC(=O)CN(C)S(=O)(=O)c2ccc3c(c2)c(=O)n(C)c(=O)n3C)cc1,-23%,-12%,-0.1%,i,-15%,0%,2.0,1%,i
O=C(CC[C@H]1O[C@@H](n2ccc(=O)[nH]c2=O)[C@H](O)[C@@H]1O)N[C@H](Cc1ccccc1)C(=O)NCc1ccc2c(c1)OCO2,-3%,2%,-0.1%,i,.,.,0.4,.,i
Cc1ccc(S(=O)(=O)Nc2ccc3c(c2)ncn3C(C)(C)C)cc1,-24%,-11%,-0.3%,i,-9%,1%,2.9,2%,i
Cc1nc(-c2ccc(F)cc2)c(CC(=O)Nc2cc(S(=O)(=O)N3CCCCC3)ccc2C)s1,-20%,-6%,-0.5%,i,?,-10%,1.2,1%,i
